A3A deaminase = inhibitors of human APOBEC3A DNA deaminase. recombinant A3A, FAM/TAMRA ssDNA deamination fluorescence. inhibition, % at 20 µM. 0.41% of 330,000 active;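 active = at least 40% inhibition at 20 µM here, with at most 30% in a related deaminase screen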;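 note: plate controls were A3A with DMSO for no effect and wells lacking A3A enzyme for full effect; some results filed as inactive read as strong as hits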
Target sequence (P31941 whole entry, looked up): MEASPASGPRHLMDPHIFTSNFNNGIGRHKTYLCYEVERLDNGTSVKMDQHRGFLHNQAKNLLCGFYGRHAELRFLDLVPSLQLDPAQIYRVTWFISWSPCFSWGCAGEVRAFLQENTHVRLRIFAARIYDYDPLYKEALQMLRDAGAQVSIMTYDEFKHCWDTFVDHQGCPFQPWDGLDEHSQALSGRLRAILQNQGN
mIAP act = increases mouse intestinal alkaline phosphatase activity. muIAP, CDP-Star luminescence, 30 min; stronger effect = higher value; 1 = vehicle-only enzyme signal, 0 = enzyme-free wells. activation factor at 10 µM. 0.24% of 330,000 active. AID 2805;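 active = activation factor of at least 2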; note: the source names both 10 and 20 µM as test concentration; values of inactives mirror those of a sister screen read the other way
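System: Mouse IAP enzyme | Also added: CDP-Star substrate | Dosing: Compounds dispensed in DMSO | Schedule: 30 min enzyme-substrate-compound incubation at room temperature | Technique: Chemiluminescence readout | Control set: DMSO-only wells and no-enzyme negative control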
hIAP act = human IAP activation | P09923 | purified human IAP, CDP-Star luminescence, 30 min; stronger effect = higher value; 1 = vehicle-only enzyme, 0 = enzyme-free background | activation factor at 10 µM | 0.16% of 330,000 active;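 active = activation factor of the enzyme at least 2-fold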; note: the source names both 10 and 20 µM as test concentration; values of inactives mirror those of a sister screen read the other way
Target sequence (P09923 whole entry, looked up): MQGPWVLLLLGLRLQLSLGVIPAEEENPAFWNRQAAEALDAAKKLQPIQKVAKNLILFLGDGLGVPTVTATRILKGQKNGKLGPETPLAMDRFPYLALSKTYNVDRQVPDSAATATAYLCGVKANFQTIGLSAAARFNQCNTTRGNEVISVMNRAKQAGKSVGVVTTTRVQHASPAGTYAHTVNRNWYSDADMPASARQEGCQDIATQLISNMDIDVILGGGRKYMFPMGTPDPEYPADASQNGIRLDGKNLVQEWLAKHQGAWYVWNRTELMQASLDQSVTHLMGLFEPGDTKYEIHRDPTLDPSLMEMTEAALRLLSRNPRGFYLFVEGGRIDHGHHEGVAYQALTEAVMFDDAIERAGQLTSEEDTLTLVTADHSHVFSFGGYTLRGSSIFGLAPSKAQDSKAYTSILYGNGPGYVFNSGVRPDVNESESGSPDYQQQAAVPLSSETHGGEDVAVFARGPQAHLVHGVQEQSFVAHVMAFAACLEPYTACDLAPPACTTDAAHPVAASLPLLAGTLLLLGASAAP
ATG4B inhibitor = inhibitors of human ATG4B cysteine protease; 0.51% of 340,000 active; Q9Y4P1; inhibition, % at 8.33 µM; ATG4B cleavage of LC3-PLA2, NBD-HPC fluorescence, 1 h; in the data active = inhibition above about 40%
PfG6PD inh = PfG6PD (Plasmodium falciparum) enzyme inhibition. AID 504690. inhibition, % at 20 µM. PfGluPho enzyme, NADPH resazurin-diaphorase fluorescence. 0.78% of 350,000 active;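 active = inhibition reaching at least a set limit at 20 µM in the primary screen, cut at about 59% in these data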;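 note: 0% = DMSO wells with substrate and 100% = DMSO wells lacking glucose-6-phosphate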
hIAP block = blocks human intestinal alkaline phosphatase; inhibition, % at 10 µM; purified IAP, CDP-Star luminescence, 30 min; 0.12% of 330,000 active; AID 2544;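 active = inhibition reaching a set limit with compound at 10 µM in the primary screen, cut at about 35% in these data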;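 note: plate controls were DMSO wells with enzyme for no effect and no-enzyme buffer wells for full effect; values of inactives mirror those of a sister screen read the other way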
mIAP block = mouse IAP inhibition; purified mouse IAP, CDP-Star luminescence, 30 min; inhibition, % at 10 µM; 0.2% of 330,000 active;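 active = inhibition of at least 40% at 10 µM in the primary screen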;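 note: plate controls were DMSO with enzyme for no effect and no enzyme wells for full effect; values of inactives mirror those of a sister screen read the other way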
HKDC1 inh = blocks human hexokinase HKDC1 activity; recombinant HKDC1, G6PDH/diaphorase resazurin coupled fluorescence; Q2TB90; 0.16% of 340,000 active; inhibition, % at 20 µM;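 active = inhibition above about 35% when tested at 20 µM, limit read from the data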;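 note: plate controls were DMSO wells with enzyme for no effect and DMSO wells lacking enzyme for full effect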
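Test system: Recombinant HKDC1 (HK5) hexokinase enzyme, produced in-house | Input: HKDC1 at 5 µg/mL | Buffer or medium: Tris pH 8.0 buffer with MgCl2, Tween-20, BSA, BME | Schedule: 90 min reaction incubation at room temperature, dark | Technique: Resazurin-to-resorufin fluorescence via G6PDH and diaphorase coupling, 525/613 nm | Controls: DMSO wells with and without enzyme mix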
Numbers without * were called inactive; x = not tested or not shown.

Structure	A3A deaminase	mIAP act	hIAP act	ATG4B inhibitor	PfG6PD inh	hIAP block	mIAP block	HKDC1 inh
CCCC(C)NC(=O)Cc1ccc(S(=O)(=O)N2CCOCC2)s1 (configuration not stated)	-3	0.83	1	-2	-12	-4	17	4
COc1cc(OC)c(CN2CCCN(C)CC2)cc1Br	7	1	0.94	0	-3	6	-4	-4
O=C(O)c1cccc(S(=O)(=O)Nc2ccc([N+](=O)[O-])cc2O)c1	3	0.71	1.4	2	-25	-39	29	0
CCCCn1c(N)c(S(=O)(=O)c2ccc(C)cc2)c2nc3ccccc3nc21	-3	0.89	1.2	3	6	-19	11	7
C=C1CCN([C@@H](CC(C)C)C(=O)Nc2nc3ccc(Cl)cc3s2)S(=O)(=O)c2ccccc21	3	1	1.1	1	3	-6	-1	-4
CCCC(=O)Nc1cc(C(=O)O)ccc1Sc1ccc(C)cc1	1	0.95	1.1	-12	5	-10	5	-10
Cc1ccc(C)c(N2CCN(CCCNC(=O)CCn3c(=O)c4cccn4c4cccnc43)CC2)c1	-2	1.1	1.3	5	6	-31	-6	1
Cc1ccc(C(=O)N/C(=C\c2cn(S(=O)(=O)N(C)C)c3ccccc23)C(=O)NCCN2CCOCC2)cc1	1	1.1	0.92	-5	-7	8	-8	3
NS(=O)(=O)c1ccc(CCNC(=O)c2cc3ccccc3oc2=O)cc1	-3	1	1.1	2	4	-6	-2	-7
O=C(Nc1ccc2c(c1)OCO2)c1cc(C2CC2)on1	0	0.88	0.89	-4	20	11	12	-3
CCc1cccc(C)c1NC(=O)C(c1ccc(O)cc1)N1CCC1=O (configuration not stated)	-3	1.1	0.94	-8	-21	6	-5	-5
Cc1ccc(SCC(=O)NCCC2=CCCCC2)cc1	-2	0.96	1	12	-7	0	4	-7
COc1ccc(COC(=O)N/N=C(\C)CC(=O)NCc2ccc(Cl)cc2)cc1	-1	1.1	1.1	-2	9	-9	-6	-10
CCC(=O)Nc1nnc(SCC(=O)Nc2cccc(Cl)c2)s1	-2	0.95	1.2	4	-15	-20	4	0
COc1ccc(NC(=O)Cn2nnc(C(N)=O)c2N)c(OC)c1	0	0.88	1.1	-2	-11	-12	12	-2
Cc1cccc(C)c1NC(=O)C1(N2CCN(C(=O)c3ccco3)CC2)CCCCC1	2	1	1.1	-5	-4	-10	-1	-8
O=C(O)CNC(=O)c1ccccc1NC(=O)c1ccco1	2	0.93	0.92	8	-15	8	7	-3
COC(=O)c1cc(OC)c(OC)cc1NC(=O)c1ccccc1C	-2	0.84	1	-7	0	-2	16	-3
O=S(=O)(Nc1ccc(Cl)cc1)c1ccc2c(c1)CCO2	-2	1	1.2	-10	-18	-18	-1	-1
CCN(CC(=O)NCc1cccs1)C(=O)C(c1ccccc1)c1ccccc1	-4	0.98	1	-6	5	-1	2	-2

Next part (2 carried over from the part before).
Structure	A3A deaminase	mIAP act	hIAP act	ATG4B inhibitor	PfG6PD inh	hIAP block	mIAP block	HKDC1 inh
O=S(=O)(Nc1ccc(Cl)cc1)c1ccc2c(c1)CCO2	-2	1	1.2	-10	-18	-18	-1	-1
CCN(CC(=O)NCc1cccs1)C(=O)C(c1ccccc1)c1ccccc1	-4	0.98	1	-6	5	-1	2	-2
Cc1ccc(N=c2c([N+](=O)[O-])nn(-c3ccccc3)n2O)c(C)c1	5	0.88	0.91	-5	26	9	12	16
O=C(NCc1ccc2c(c1)OCO2)c1cc(-c2cc(Cl)ccc2O)n[nH]1	0	1.3	2.1*	-1	-6	-108	-28	-4
O=c1oc(-c2ccccc2Cl)nc2ccsc12	-4	1.1	0.95	22	-17	5	-8	15
N#CC1(NC(=O)CSc2nnc(C3CC3)n2C2CC2)CCCCC1	-3	0.96	0.84	3	-5	16	4	4
Cc1noc(C(=O)NCC2CCCO2)c1Cl (configuration not stated)	-4	0.97	0.97	2	-5	3	3	-3
CC(C)CC(=O)NC(=S)Nc1ccc(Cl)cn1	-4	0.97	0.93	-5	6	8	2	0
CC(=O)c1ccc(N(C(=O)CNC(=O)c2ccco2)C(C(=O)NC2CCCC2)c2cccnc2)cc1 (configuration not stated)	-5	1	0.85	0	18	15	-1	-3
O=C(CC1Sc2ccccc2NC1=O)OCC(=O)N1CCc2ccccc21 (configuration not stated)	6	0.98	0.84	-10	24	16	2	1
O=C(CSC1=NS(=O)(=O)c2cc(Cl)ccc2N1)NCc1ccc(F)cc1	-1	0.94	1.1	-2	-19	-12	6	0
O=S(=O)(c1cccs1)N1CCN(C/C=C/c2ccccc2)CC1	-5	1.1	1.1	-1	28	-10	-8	-3
O=C(Oc1cccc(C(=S)N2CCOCC2)c1)c1cccc(Cl)c1	-3	0.91	1	11	32	-2	9	-2
CC(=O)OC(C)[C@H]1CC[C@H]2[C@@H]3CC[C@H]4C[C@@H](OC(C)=O)CC[C@]4(C)C3=CC[C@]12C (some centres not stated)	2	0.96	1	-4	2	-3	4	0
COc1ccccc1CCc1nnc(CCC(=O)NCCCOc2cccnc2)o1	-1	0.95	1.2	-6	-11	-17	5	-11
O=C(Nc1ccc(F)c(F)c1)C1CCCN1S(=O)(=O)c1ccc(F)cc1 (configuration not stated)	-4	0.97	1.1	9	-4	-7	3	-4
COC(=O)c1ccc(OC(=O)CN2C(=O)c3ccccc3C2=O)cc1	-4	0.96	1.1	4	8	-8	4	-7
CC(NS(=O)(=O)c1ccccc1)C(c1cccs1)N1CCOCC1 (configuration not stated)	1	1.1	1	-4	0	0	-6	-1
O=S(=O)(/C=C/c1ccccc1)Nc1ccc2c(c1)OCO2	-6	1	0.86	-2	-10	14	0	4
COc1ccc(-c2csc(NC(=O)c3c(C)noc3C)n2)cc1	-5	0.84	1	0	0	-1	16	4
O=C(COC(=O)C1(c2ccccc2F)CCCC1)N1CCN(C(=O)c2ccco2)CC1	2	0.99	1.1	-19	2	-9	0	-2
O=C(COC(=O)c1cc(Cl)nc2ccccc12)c1ccc(Cl)cc1	0	1	0.93	9	-12	7	-4	0
CCC(C)NC(=O)c1ccccc1NC(=O)Nc1ccccc1 (configuration not stated)	3	0.69	0.97	-4	-4	3	31	-1
CCOC(=O)CC1C(=O)NCCN1C(=O)c1ccc(Cl)cc1Cl (configuration not stated)	-1	1	0.99	1	6	1	-3	7
CCN(C(=O)CSc1nnc(Cc2cccc3ccccc23)n1N)C1CCS(=O)(=O)C1 (configuration not stated)	0	1	1.1	-9	-6	-11	0	-5
O=C(NNC(=O)c1cccs1)c1ccc2ccccc2c1	-4	1	1.2	3	-13	-21	-2	1
COCCN(C(=O)CSc1nnc2cc(C)c3ccccc3n12)c1c(N)n(Cc2ccccc2)c(=O)[nH]c1=O	-3	1	0.95	-1	1	5	-3	-4
Cc1cc(C(=O)N/N=C/C=C/c2cccc([N+](=O)[O-])c2)n[nH]1	-1	1	1.5	0	-10	-48	0	-2
COc1ccc(NC(=O)c2cccnc2)cc1OCC(C)C	-4	0.97	1.1	-1	-1	-10	3	-2
CCc1ccc2[nH]c(=O)c(CN(CCCN3CCOCC3)C(=O)Nc3ccc(F)cc3)cc2c1	-2	0.98	0.96	-12	-14	4	2	-12
O=C(CCCNC(=O)c1ccc(Cl)cc1)NCc1ccc(F)cc1	0	0.95	1.1	9	2	-8	5	-3
CCn1c2ccccc2n2c(=O)c(=O)n(CC(=O)N3CCN(c4ccccc4OC)CC3)nc12	-1	0.97	0.9	x	x	10	3	x
OCCN1CCN(CC(O)COCC2COc3ccccc3O2)CC1 (configuration not stated)	-2	1.1	1.1	-6	-15	-7	-5	8
Cc1cc(NC(=O)CSc2nc(Cc3ccc(O)cc3)c(C)[nH]2)no1	-4	0.91	1.1	2	-8	-12	9	-4
CC(C)(C)NS(=O)(=O)c1ccc(CCC(=O)NCc2ccc3c(c2)OCO3)cc1	3	1.1	1	20	4	-3	-5	-15
COc1cccc(CN(C)C(=O)c2cc(-c3ccc(F)cc3)nc3ccccc23)c1	2	0.94	1	-5	10	0	6	0
O=S(=O)(Nc1cccc(F)c1)c1cccc2nsnc12	-4	0.97	0.97	-4	-3	3	2	-3
COCCCN(C(=O)C1CCC1)c1c(N)n(Cc2ccccc2)c(=O)[nH]c1=O	2	1	1.1	-12	0	-12	0	0
Cc1nc(SCC(=O)Nc2cccnc2Cl)nc(C)c1C	4	0.88	0.91	6	-2	9	12	-5
Cc1noc(C)c1CC(=O)NC1CC(C)(C)Cc2c1cnn2-c1ccccc1 (configuration not stated)	-1	0.99	1.2	0	-4	-18	0	-4
CC(C)(C)c1ccc(/C=N/Nc2ccc(C(=O)O)cc2)cc1	1	0.82	0.81	38	5	19	18	-6
CCCN(Cc1nnc(-c2ccccc2Cl)o1)C(=O)COc1ccc(Cl)cc1	-1	0.97	0.96	-17	-1	4	3	-1

Entries of single compounds, looked up by structure:
CCOC(=O)CC1C(=O)NCCN1C(=O)c1ccc(Cl)cc1Cl (configuration not stated) across the screens: A3A deaminase: -1; mIAP act: 1; hIAP act: 0.99; ATG4B inhibitor: 1; PfG6PD inh: 6; hIAP block: 1; mIAP block: -3; HKDC1 inh: 7
OCCN1CCN(CC(O)COCC2COc3ccccc3O2)CC1 (configuration not stated) across the screens: A3A deaminase: -2; mIAP act: 1.1; hIAP act: 1.1; ATG4B inhibitor: -6; PfG6PD inh: -15; hIAP block: -7; mIAP block: -5; HKDC1 inh: 8

The results go on.
Structure	A3A deaminase	mIAP act	hIAP act	ATG4B inhibitor	PfG6PD inh	hIAP block	mIAP block	HKDC1 inh
COc1cc(OC)c(NC(=O)C2CCCO2)cc1Cl (configuration not stated)	-3	1.1	1.1	-4	4	-14	-8	3
COCCn1c(SCC(=O)Nc2ncc(Cl)c(C)c2Cl)nc2ccccc21	4	1.1	0.85	-6	1	15	-11	3
O=C(c1ccco1)N1CCCC(Nc2ccc3c(c2)OCCO3)C1 (configuration not stated)	-5	1	1.1	-4	14	-13	-5	8
CC(=O)Nc1ccc(S(=O)(=O)NC2(C(F)(F)F)NC(=O)N(c3ccc(Cl)cc3)C2=O)cc1 (configuration not stated)	-7	1	0.95	2	-25	5	-3	-4
CCCCc1nc(Cl)c(CO)n1Cc1ccc(-c2ccccc2-c2nn[nH]n2)cc1	1	0.98	0.94	-1	-21	6	2	-4
COc1cc(NS(=O)(=O)c2ccc(NC(=S)NC(=O)/C=C/c3ccc(F)cc3)cc2)ncn1	-4	1.1	1	1	4	-3	-8	6
CCOc1ccc(N2C(=O)C(c3ccccc3)=C(c3nc4ccccc4s3)C2NC(C)=O)cc1 (configuration not stated)	-2	0.86	1.1	-17	5	-13	14	-3
N#CC/C(N)=N/NC(=O)CCCNc1ncc(C(F)(F)F)cc1Cl	4	0.97	0.86	12	-16	14	3	15
O=C(O)C1CCN(c2ccc([N+](=O)[O-])cc2[N+](=O)[O-])CC1	27	0.87	1	9	-6	0	13	4
O=C(CCNC(=O)c1ccco1)Nc1nc2ccccc2s1	13	0.94	0.86	4	-9	14	6	-1
FC(F)(F)c1cccc(N2CCC(N=CN3CCCCCC3)=N2)c1	-1	1.1	1	13	21	-4	-6	-9
CCC(=O)NNc1nc2c(Cl)cccc2s1	-1	0.95	1.6	-1	1	-59	5	-10
CC(=O)Nc1cc2c(cc1NC(=O)c1cnccn1)OCCO2	-1	0.94	1	-6	-7	-4	6	-4
CCNC(=S)Nc1ccc(Cl)cc1	-6	0.95	0.87	-4	-8	13	4	5
Nc1ccc(C(=O)C(=O)c2ccc(N)cc2)cc1	-2	1	1	2	-22	0	-1	-5
Cn1c(-c2ccccc2F)cc2onc(-c3ccccc3)c2c1=O	-1	1	1.1	-8	6	-10	-1	4
Cn1nnnc1Sc1ncnc2scc(-c3cccc(F)c3)c12	-3	1.1	1.1	17	-35	-6	-8	6

Screens from PubChem.
